Bioassay records: PubChem BioAssay, Broad Institute
esBAF inh: blocks esBAF chromatin remodeling in mouse ES cells; actives 2% (n = 350,000); Bmi1-luciferase knock-in reporter, 24 h; 100% = twice the neutral-well signal; reporter increase, % at 12.5 µM; in the data active = activation above about 40%; inconclusive = no clear call, values can overlap the other calls;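 note: 0% = median of the plate's neutral control wells and 100% = double that signal; a rise in the Bmi1 reporter signal indicates esBAF inhibition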
FN deposition inh: fibronectin deposition inhibition; AH1F fibroblasts, Alexa488-fibronectin deposition fluorescence, overnight; inhibition, % at 12.6 µM; actives 0.086% (n = 350,000); AID 743247;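 active = mean inhibition across replicates of 30% or more, regardless of how many single replicates reach that level; inconclusive = mean under 30% yet at least half of replicates reach 30%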;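 note: positive control wells lacked labelled fibronectin entirely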
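Material: AH1F fibroblast monolayer depositing Alexa488-labelled fibronectin into matrix / Amount: 10000 AH1F cells per well / Signal: fluorescence 485/525 nm / Medium: DMEM, 2% serum / Compound: single dose, pinned / Incubation: 1 h cell adhesion before compound, then overnight fibronectin incubation / Reagent: Alexa488-FN, 24 nM final / Read-out: inhibition of fibronectin deposition signal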
Xi reactivation: reactivates the inactive X chromosome in mouse fibroblasts | activation, % at 7.58 µM | actives 0.055% (n = 360,000) | AID 743238 | XiGFP mouse fibroblasts, % GFP-positive cells imaging, 3 d; cells co-treated with 5-aza-dC sensitizer; scaled so ellipticine positive control = 100%;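 active = mean normalized replicate activation at least 10% and every replicate at or above 10%; inconclusive = only one of the two criteria met; inactive = mean below 10% and not all replicates reach 10%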;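 note: 0% = median of on-plate neutral control wells and 100% = ellipticine 6 µM median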
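System: 68-5-11 XiGFP fibroblast line; Timing: 3 days compound exposure; Compound dosing: one concentration, pinned; Benchmarks: positive control ellipticine, 6 µM final; Buffer or medium: DMEM containing 5-aza-dC.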
RAD54 branch: RAD54 (human) branch migration inhibition. RAD54 Holliday junction branch migration, FAM/BHQ fluorescence. actives 0.14% (n = 360,000). AID 602329. inhibition, % at 10.4 µM. Q92698;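 active = mean normalized replicate activity at least 40 and at least half of replicates scoring 40 or more; inconclusive = only one of the two criteria met; inactive = mean below 40 and under half of replicates reaching 40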;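 note: 0% = median of neutral control wells and 100% = median of positive control wells; inhibitors cause a drop in the FAM fluorescence signal; in these data hits start at about 50%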
S100A4 inh HTS: S100A4-myosin IIA interaction inhibition; S100A4/TAMRA-MyoIIA peptide fluorescence polarization; P26447; AID 652163; actives 0.14% (n = 360,000); inhibition, % at 10.7 µM;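 active = mean inhibition of at least 70% across replicates, with every replicate also reaching that level; inconclusive = mean inhibition reaches 70% but some replicates fall short; inactive = mean inhibition below 70%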
Target sequence (P26447 whole entry, looked up): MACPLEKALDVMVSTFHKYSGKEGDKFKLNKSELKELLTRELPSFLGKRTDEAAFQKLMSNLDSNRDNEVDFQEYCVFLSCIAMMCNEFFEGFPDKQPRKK
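Material: S100A4 monomer (human). Medium: Calcium-containing HEPES buffer, pH 7.2. Probe or stimulus: labelled myosin peptide probe, 5 nM. Compound dosing: one concentration per compound. Timing: polarization read 5 min after assay mix addition, stable 5–60 min. Benchmarks: DMSO as neutral control, TFP as positive control.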
E-sel inducer: E-selectin induction on HUVECs; P16581; HUVEC E-selectin immunofluorescence imaging; normalized: neutral wells 0, TNF-alpha wells 100; activation, % at 7.58 µM; actives 0.37% (n = 260,000); AID 686992;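 active = mean E-selectin-positive cell signal at least 10% of the positive control, reached in at least 60% of replicates, without over 20% cell loss; inconclusive = no rule given, readout overlaps actives, possibly toxicity-flagged; inactive = the rest, including those meeting only one limit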;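 note: in these data hits start at about 27%; measured in HUVEC primary endothelial cells; signal is the percent of cells scored E-selectin positive by PE staining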
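Assay system: HUVEC, human umbilical vein endothelial cells / Amount: 3,000 HUVEC/well / Controls: TNF-alpha positive control, DMSO neutral control / Compound dosing: single concentration / Medium: EGM-2 over gelatin coat / Evaluation: percent E-selectin-positive cells / Signal: immunofluorescence imaging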
EWS-Fli inh: blocks EWS/Fli oncoprotein-driven transcription; A673 NR0B1-luciferase reporter, viability-normalised; inhibition, % at 12.6 µM; actives 0.67% (n = 350,000);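 active = mean inhibition of at least 50% after viability correction, with every replicate also passing that limit; inconclusive = mean reaches 50% but only one of two replicates passes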;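 note: firefly luciferase signal divided by Alamar Blue viability fluorescence both relative to DMSO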
RAD52 inh: RAD52 (human) annealing inhibition; actives 0.46% (n = 360,000); recombinant RAD52 DNA annealing, FRET fluorescence; inhibition, % at 18.7 µM; P43351;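 active = every replicate showing at least 50% inhibition; inconclusive = mean inhibition at least 50% but not in every replicate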
Target sequence (P43351 whole entry, looked up): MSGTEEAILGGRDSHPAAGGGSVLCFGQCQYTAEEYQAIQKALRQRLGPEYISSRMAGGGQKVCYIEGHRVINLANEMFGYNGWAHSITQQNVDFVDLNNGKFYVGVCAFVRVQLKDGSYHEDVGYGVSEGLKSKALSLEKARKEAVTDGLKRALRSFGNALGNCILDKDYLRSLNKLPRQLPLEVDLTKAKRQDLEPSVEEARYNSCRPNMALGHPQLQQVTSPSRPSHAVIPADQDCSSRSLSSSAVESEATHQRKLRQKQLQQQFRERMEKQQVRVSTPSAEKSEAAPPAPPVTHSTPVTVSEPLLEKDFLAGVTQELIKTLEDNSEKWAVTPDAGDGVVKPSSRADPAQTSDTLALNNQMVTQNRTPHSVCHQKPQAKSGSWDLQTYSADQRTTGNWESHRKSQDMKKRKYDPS
* = called active by the depositor; ? = inconclusive; / = not tested or not shown.

no.	canonical_smiles	esBAF inh	RAD54 branch	FN deposition inh	E-sel inducer	RAD52 inh	EWS-Fli inh	S100A4 inh HTS	Xi reactivation
1	O=C(NCc1cccnc1)c1cc2ccccc2oc1=O	-1	-1	/	/	0	6	-3	/
2	CC(C(=O)N1CCOCC1)c1ccccc1 (configuration not stated)	-2	-6	0	-0.1	-6	2	2	-0.3
3	COc1ccc(-c2csc3nc(C)nc(N4CCC(C)CC4)c23)cc1OC	/	/	18	-2.5	-7	21	-2	0.4
4	COc1ccc(N(CC(=O)Nc2cc(C)ccc2C)S(=O)(=O)c2ccccc2[N+](=O)[O-])c(OC)c1	/	/	0	1.4	-10	10	-3	-0.1
5	CCCN(C)C[C@H]1Oc2ncc(-c3ccccc3OC)cc2C(=O)N([C@@H](C)CO)C[C@@H]1C	1	4	8	0.0	15	2	-3	-1.1
6	COc1ccc(CCNC(=O)c2cc(CC(C)C)on2)cc1OC	7	7	-4	1.4	-6	2	-2	0.0
7	c1ccc2sc(Sc3ncnc4sccc34)nc2c1	/	/	-9	/	-30	-24	5	0.0
8	O=C(CSc1nc2[nH]c(=O)cc(O)c2s1)Nc1ccc(Br)cc1	-1	2	-6	/	-36	9	-5	-0.4
9	Cc1ccc(S(=O)(=O)N(C)C[C@@H]2Oc3c(NS(=O)(=O)c4cn(C)cn4)cccc3C(=O)N([C@@H](C)CO)C[C@@H]2C)cc1	-6	/	/	-0.2	/	-7	/	-0.1
10	COc1cccc(N/C=C/C(=O)c2ccc(OC)c(OC)c2)c1	?	-12	-1	/	-181	-81	2	0.0
11	COc1cc(/C=N/NC(N)=O)ccc1OC(=O)c1cccs1	/	/	-1	3.6	-14	-5	0	-0.1
12	CCCCCOc1ccc(C(=O)CCC(=O)Nc2ccc(NC(C)=O)cc2)cc1	4	11	1	0.3	-7	15	-1	0.1
13	C[C@@H]1CCCCO[C@H](CN(C)CC2CCCCC2)[C@@H](C)CN([C@H](C)CO)C(=O)c2cc(NC(=O)c3ccccc3)ccc2O1	-4	-4	0	-0.3	11	6	0	0.0
14	NC(=O)c1cc(S(=O)(=O)NCCc2ccccc2)cs1	-2	-7	10	/	-3	3	0	0.1
15	CCNC(=O)C[C@@H]1CC[C@H]2[C@@H](COC[C@@H](O)CN2C(=O)Nc2ccc(C(F)(F)F)cc2)O1	2	-5	1	0.3	-4	10	7	0.1
16	CCCC(=O)N1CCC1(C)C(=O)NS(=O)(=O)c1ccc(F)cc1F (configuration not stated)	5	3	-14	-0.2	-3	6	4	-0.1
17	CCCNC(=O)N(C)C[C@@H]1Oc2cc(C3=CCCC3)ccc2S(=O)(=O)N([C@H](C)CO)C[C@H]1C	0	-1	/	-0.1	-23	-18	-8	0.2
18	CO[C@@H]1CN(C)C(=O)c2cc(NC(=O)C3CC3)ccc2OC[C@H](C)N(C(=O)Cc2ccccn2)C[C@@H]1C	-4	-9	-6	0.0	5	0	8	-0.1
19	CCOC(=O)C(=O)N(C)c1c(CC)nc2c(OCc3ccc(OC(F)F)cc3)cccn12	-1	-2	4	?	-20	6	-15	0.0
20	COc1ccc(S(=O)(=O)N(C)C[C@@H]2Oc3ccc(NC(=O)CCN4CCOCC4)cc3CC(=O)N([C@@H](C)CO)C[C@H]2C)cc1	-1	1	6	18	8	-3	9	-0.5
21	O=C(N/N=C/c1ccc(Sc2ccccn2)o1)c1cc2ccccc2cc1O	7	0	/	/	-29	-7	-1	/
22	C[C@@H]1CN([C@H](C)CO)C(=O)c2cc(/C=C/c3ccccc3)cnc2O[C@@H]1CN(C)C(=O)C1CCC1	1	0	/	0.9	13	-12	-4	-0.7
23	C[C@H]1CN([C@@H](C)CO)C(=O)c2cc(NC(=O)Cn3cnnn3)ccc2O[C@@H]1CN(C)C(=O)Nc1ccc2c(c1)OCO2	-6	-1	2	-0.1	5	-1	-1	0.2
24	NC(=O)C1=C[C@H](c2coc3ccccc3c2=O)C[C@H](OCCCCO)O1	1	5	33*	0.0	-12	-61	-4	0.5
25	COCC(C)n1c(SCC(=O)Nc2sccc2C(N)=O)nc2ccccc2c1=O (configuration not stated)	7	0	-2	/	-39	-6	-6	-0.3
26	C[C@H](NC(=O)C[C@@H]1CC[C@@H](NC(=O)C2CCOCC2)[C@@H](CO)O1)c1ccccc1	0	10	7	0.1	-6	0	6	0.2
27	CCOc1nc(Nc2ccc([N+](=O)[O-])cc2)nc(NC(C)(C)C)n1	-8	0	4	-0.6	/	/	/	0.1
28	Cc1cc(C(=O)N/N=C2\CC(=O)c3ccccc32)c(C)n1-c1ccccc1	/	/	1	5.6	-13	-113	4	-0.1
29	COc1ccc(NC(=O)Nc2cc(C(=O)O)ccc2N2CC3CC(C2)c2cccc(=O)n2C3)c(OC)c1 (configuration not stated)	-4	4	6	/	-8	/	2	0.2
30	Cc1cccc(NC(=O)C(=O)N/N=C/c2ccncc2)c1	/	/	-4	/	-8	3	4	0.0

Some of these compounds in order of formula weight, low to high:
no.	canonical_smiles	esBAF inh	RAD54 branch	FN deposition inh	E-sel inducer	RAD52 inh	EWS-Fli inh	S100A4 inh HTS	Xi reactivation
28	Cc1cc(C(=O)N/N=C2\CC(=O)c3ccccc32)c(C)n1-c1ccccc1	/	/	1	5.6	-13	-113	4	-0.1
21	O=C(N/N=C/c1ccc(Sc2ccccn2)o1)c1cc2ccccc2cc1O	7	0	/	/	-29	-7	-1	/
29	COc1ccc(NC(=O)Nc2cc(C(=O)O)ccc2N2CC3CC(C2)c2cccc(=O)n2C3)c(OC)c1 (configuration not stated)	-4	4	6	/	-8	/	2	0.2

Next part:
no.	canonical_smiles	esBAF inh	RAD54 branch	FN deposition inh	E-sel inducer	RAD52 inh	EWS-Fli inh	S100A4 inh HTS	Xi reactivation
31	CNS(=O)(=O)c1cccc(C(=O)OCC(=O)NC(C)CCc2ccccc2)c1 (configuration not stated)	5	-18	4	-0.2	-14	14	5	0.0
32	C[C@@H]1CN([C@H](C)CO)C(=O)Cc2cc(NC(=O)C3CCCCC3)ccc2O[C@@H]1CN(C)Cc1ccc(C(=O)Nc2ccccc2N)cc1	/	/	-14	0.2	2	0	4	-0.2
33	C[C@H](CO)N1C[C@H](C)[C@H](CN(C)S(=O)(=O)c2ccccc2)Oc2ncc(C#CC(C)(C)O)cc2C1=O	-1	/	-30	0.4	/	-2	/	-0.3
34	Cc1ccc(S(=O)(=O)N2CCN(C(=O)COC(=O)CSc3ccc(C)c(C)c3)CC2)c(C)c1	-1	-5	0	0.0	1	-5	-2	0.1
35	O=C(CN1C(=O)c2ccccc2C1=O)Nc1cccc(Cl)c1	-6	7	2	0.1	-7	2	-3	0.0
36	S=C1NC[C@H](Cc2ccccc2)N1CCc1cccc2ccccc12	-17	8	6	0.2	-9	4	-5	-0.4
37	Cc1ccc([N+](=O)[O-])cc1S(=O)(=O)N1CCCN(C)CC1	11	-1	-8	0.1	-10	2	0	0.0
38	Cc1n[nH]c(=S)n1Cc1ccccc1	-5	/	1	0.4	-16	-7	4	0.2
39	CNC(=O)c1cccc(NC(=O)c2cc(-c3ccccc3)nc3c2cnn3C(C)C)c1	-6	1	2	0.1	-1	18	-5	0.0
40	CS(=O)(=O)c1ccccc1C(=O)Nc1cc(Cl)ccc1-n1cncn1	2	4	3	/	2	1	0	0.2
41	c1cn2cc(CSC3CCCCC3)nc2s1	30	-11	/	/	-11	/	-1	/
42	S=C(NCCc1c[nH]c2ccccc12)NC1CCCC1	/	/	4	-9.0	-11	6	0	0.1
43	O=C(NCCN1CCOCC1)/C(=C\c1ccc(Br)cc1)NC(=O)c1cccs1	/	/	-2	-0.3	4	10	1	-0.1
44	C/C=C/c1ccc([C@H]2[C@@H](CO)N(C(=O)C3CC3)[C@H]2CN(C)C(C)=O)cc1	0	-5	-5	0.0	-8	-2	2	0.4
45	COc1ccc(Cl)cc1N(C(=O)c1ccco1)C(C(=O)NC1CCCC1)c1ccco1 (configuration not stated)	-5	/	-5	/	-34	-11	-11	0.0
46	N#CCCN(C(=S)Nc1ccc(Cl)c(Cl)c1)C1CCCCC1	/	10	-1	0.4	4	12	17	0.2
47	C[C@@H]1CCCCO[C@@H](CN(C)S(=O)(=O)c2ccc(F)cc2)[C@H](C)CN([C@@H](C)CO)C(=O)c2cc(NC(=O)CCCN(C)C)ccc2O1	4	8	0	-0.1	14	-10	-18	0.2
48	CCN(CC)c1nc(C)c(C(=S)Nc2cc([N+](=O)[O-])ccc2Cl)s1	/	/	-4	2.9	-11	4	-2	0.1
49	CCC(C)C(NC(=O)c1ccccc1)C(=O)N1CCN(C(=O)c2ccccc2)CC1 (configuration not stated)	6	-10	/	-0.9	-1	13	-3	-0.1
50	Cc1ccccc1NC(=O)CN1C(=O)N/C(=C\c2ccccc2OCc2ccc(C(=O)O)cc2)C1=O	1	/	1	0.3	-8	5	-5	0.2

Among those listed so far, these have two or more sulfur atoms.
no.	canonical_smiles	esBAF inh	RAD54 branch	FN deposition inh	E-sel inducer	RAD52 inh	EWS-Fli inh	S100A4 inh HTS	Xi reactivation
7	c1ccc2sc(Sc3ncnc4sccc34)nc2c1	/	/	-9	/	-30	-24	5	0.0
8	O=C(CSc1nc2[nH]c(=O)cc(O)c2s1)Nc1ccc(Br)cc1	-1	2	-6	/	-36	9	-5	-0.4
9	Cc1ccc(S(=O)(=O)N(C)C[C@@H]2Oc3c(NS(=O)(=O)c4cn(C)cn4)cccc3C(=O)N([C@@H](C)CO)C[C@@H]2C)cc1	-6	/	/	-0.2	/	-7	/	-0.1
14	NC(=O)c1cc(S(=O)(=O)NCCc2ccccc2)cs1	-2	-7	10	/	-3	3	0	0.1
25	COCC(C)n1c(SCC(=O)Nc2sccc2C(N)=O)nc2ccccc2c1=O (configuration not stated)	7	0	-2	/	-39	-6	-6	-0.3
34	Cc1ccc(S(=O)(=O)N2CCN(C(=O)COC(=O)CSc3ccc(C)c(C)c3)CC2)c(C)c1	-1	-5	0	0.0	1	-5	-2	0.1
41	c1cn2cc(CSC3CCCCC3)nc2s1	30	-11	/	/	-11	/	-1	/
48	CCN(CC)c1nc(C)c(C(=S)Nc2cc([N+](=O)[O-])ccc2Cl)s1	/	/	-4	2.9	-11	4	-2	0.1

Random draw from the library. Share with any hit: about 3%.
